Source: PubChem BioAssay
Pol eta inh: DNA polymerase eta (human) inhibition; Q9Y253; recombinant Pol eta, fluorescent DNA replication assay; Potency, µM (doses to about 114 µM), without a hit: at the top dose activity change, negative = inhibition, most hits filed as inhibitors; 1.2% of 390,000 active; note: potency is the fitted concentration of half-maximal effect
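Pol eta at 10 nM preincubated with compounds 15 min at room temperature; reaction started with fluorescent substrate (50 nM final) and read kinetically at 0 and 10 min.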
POLK inh: blocks human DNA polymerase kappa activity; Q9UBT6; purified Pol kappa, fluorescent DNA synthesis assay, 10 min; Potency, µM (doses to about 107 µM), for inactives: at the highest dose activity, negative = inhibition, usual class: inhibitors; 0.53% of 400,000 active; AID 588579; note: potency is the fitted concentration of half-maximal effect
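10 nM Pol kappa preincubated 15 min at room temperature with compounds, then reaction started with substrate at 50 nM final. Fluorescence read kinetically at 0 and 10 min; buffer-only wells served as negative control.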
APEX1 inh: blocks human APE1 abasic DNA cleavage | Potency, µM (series often up to 65.8 µM), inactives show at the top dose activity change, negative = inhibition, actives largely listed as inhibitors | AID 2517 | P27695 | recombinant APE1, TAMRA/BHQ-2 abasic DNA cleavage fluorescence | 0.35% of 350,000 active;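 note: potency is the fitted concentration of half-maximal effect; plate controls were vehicle for no effect and reference inhibitor for full effect; nearly all actives have a fitted effect of over 55% in size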
Target sequence (P27695 whole entry, looked up): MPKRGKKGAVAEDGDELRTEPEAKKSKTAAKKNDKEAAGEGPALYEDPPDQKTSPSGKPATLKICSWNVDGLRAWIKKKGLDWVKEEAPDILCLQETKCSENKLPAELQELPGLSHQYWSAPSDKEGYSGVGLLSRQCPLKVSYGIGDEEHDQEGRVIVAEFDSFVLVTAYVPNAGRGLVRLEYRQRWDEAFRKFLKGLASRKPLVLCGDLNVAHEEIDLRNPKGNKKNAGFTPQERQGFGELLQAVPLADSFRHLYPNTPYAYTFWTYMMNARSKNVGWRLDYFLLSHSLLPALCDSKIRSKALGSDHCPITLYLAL
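Readout is kinetic fluorescence (ex 525, em 598 nm) from cleavage of 50 nM TAMRA/BHQ-2 THF abasic duplex by 0.75 nM APE1, compound added 15 min beforehand at RT.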
RXFP1 antagonist: blocks the human relaxin receptor RXFP1. Q9HBX9. HEK293-RXFP1, relaxin-stimulated cAMP HTRF, 30 min; hits give low values. activity change, negative = inhibition, % at 57.5 µM. 0.59% of 350,000 active. AID 1259400;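 active = activity change of -60% or lower, but not beyond a set lower limit; inconclusive = change between -60% and -40%, or beyond the set limit; inactive = change above -40%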
PGK inhibitor: inhibitors of T. brucei phosphoglycerate kinase; P07378; PGK/GAPDH coupled, Kinase-Glo luminescence, 60 min; Potency, µM (titrated, usually from 57.5 µM), for inactives: top-dose activity change, negative = inhibition, hits mostly inhibitors; 0.043% of 380,000 active; note: potency is the fitted concentration of half-maximal effect; nearly all actives have a fitted effect of over 60% in size
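Recombinant glycosomal PGK reaction used 1,3-bisphosphoglycerate generated in-well by GAPDH (100nM final) in 100mM TEA pH 7.6, 5mM MgCl2, 0.01% Tween-20. After 60 minutes at room temperature, ATP was read by Kinase-Glo Plus luminescence end-point.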
Apoferritin bind: candidate novel general anesthetic via apoferritin binding; 0.074% of 350,000 active; P02791; apoferritin/1-aminoanthracene competitive binding, fluorescence; Potency, µM (titrated, usually from 77.5 µM), for inactives: at the top dose activity change, negative = displacement, usual class: inhibitors; note: potency is the fitted concentration of half-maximal effect; nearly all actives have a fitted effect of over 20% in size
Target sequence (P02791 2-175 limits assumed): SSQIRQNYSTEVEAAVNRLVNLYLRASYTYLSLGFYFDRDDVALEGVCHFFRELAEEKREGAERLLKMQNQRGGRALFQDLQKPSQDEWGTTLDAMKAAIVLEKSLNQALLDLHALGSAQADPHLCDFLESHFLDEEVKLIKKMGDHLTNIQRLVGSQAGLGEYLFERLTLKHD
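Horse-spleen apoferritin (10 uM) in 50% saturated 1-aminoanthracene in PBS was incubated 10 min at room temperature with compound. Fluorescence (ex 380, em 535 nm) was normalized to free and bound 1-AMA, with concentration-response fitted by a four-parameter Hill equation.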
BLM helicase inh: Bloom syndrome helicase (human) inhibition; P54132; recombinant BLM DNA unwinding, fluorescence dequenching; Potency, µM (titrated, usually from 56.1 µM), without a hit: at the top dose activity change, negative = inhibition, usual class: inhibitors; 0.2% of 350,000 active; AID 2528;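 note: potency is the fitted concentration of half-maximal effect; plate controls were vehicle for no effect and no enzyme for full effect; nearly all actives have a fitted effect of over 35% in size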
* marks the source's active call; other numbers are inactive results; u = inconclusive; x = no result given; & = joins results of further samples; [ ] = remark or other dose. Unless noted, calls come from the whole dose curve; as a rule, active = well fitted curve in the direction sought with a large enough effect; inconclusive = small, poorly fitted or top-dose-only effect, or another doubt; inactive = no such curve, though single readings can be large; an effect the other way counts as inactive or inconclusive. Unless noted, % is set by controls: 0 for no effect and ±100 for the full control effect. This is a subset, so the mix of outcomes need not match the whole.

Every second line gives: Pol eta inh	POLK inh	APEX1 inh	RXFP1 antagonist	PGK inhibitor	Apoferritin bind	BLM helicase inh
- CCCCNCC
    x	x	9%	x	x	x	x
- C=Cc1ccccc1
    x	x	15%	x	x	x	x
- c1ccc(-n2cnnn2)cc1
    x	7%[19.4 µM]	x	x	x	x	x
- C=CCCCCCCCCC(=O)OC
    x	4%[60.1 µM]	x	x	x	x	4%
- C[C@@H]1CC2[C@@H]3C[C@H](F)C4=CC(=O)C(Cl)=C[C@]4(C)[C@@]3(F)[C@H](O)C[C@]2(C)[C@@]1(O)C(=O)CO (stereo partly drawn)
    x	7%[19.4 µM]	x	x	x	x	0%
- N#C/C(=C1/SCC(c2ccccc2Cl)S1)n1ccnc1 (stereo not drawn)
    x	-3%[60.1 µM]	x	x	x	x	-7%
- Cc1cc(Cn2cnc3c2C[C@@H](C(=O)O)N(C(=O)C(c2ccccc2)c2ccccc2)C3)ccc1N(C)C
    x	-2%[19.4 µM]	-2%	x	x	x	-6%
- COC(=O)c1ccccc1O
    x	-2%[60.1 µM]	-4%	x	x	x	5%
- NC(=O)C[C@@H](N)C(=O)O
    x	6%[19.4 µM]	2%	x	x	-11%	x
- C[C@@H]1c2cccc(O)c2C(O)=C2C(=O)[C@@]3(O)C(O)=C(C(N)=O)C(=O)[C@@H](N(C)C)[C@@H]3[C@@H](O)[C@@H]21
    x	2%[19.4 µM]	x	x	x	-15%[29.3 µM]	2%
- C[C@@]12CC[C@H]3[C@@H](CCC4=CC(=O)CC[C@]43C)[C@H]1CC[C@H]2C(=O)CO
    x	-2%[12 µM]	x	x	x	-11%[29.3 µM]	3%[21.4 µM]
- Cc1onc(-c2ccccc2Cl)c1C(=O)N[C@H]1C(=O)N2[C@H]1SC(C)(C)[C@H]2C(=O)O
    x	-9%[12 µM]	x	x	x	0%[29.3 µM]	-5%[21.4 µM]
- CCC1OC(=O)C[C@H](O)C(C)[C@@H](O[C@@H]2OC(C)C(O)C(N(C)C)C2O)C(CCN2CC(C)CC(C)C2)CC(C)C(=O)/C=C/C(C)=C\[C@@H]1COC1OC(C)C(O)C(OC)C1OC (stereo partly drawn)
    x	-6%[60.1 µM]	x	x	x	-2%	-6%
- CC1=C(C(=O)O)N2C(=O)[C@@H](NC(=O)[C@@H](N)c3ccc(O)cc3)[C@@H]2SC1
    x	-4%[12 µM]	x	x	x	-1%[29.3 µM]	2%[21.4 µM]
- Cc1ccsc1/C=C\C1=NCCCN1C
    x	2%[12 µM]	x	x	x	1%[29.3 µM]	2%[21.4 µM]
- C=C1c2cccc(O)c2C(O)=C2C(=O)[C@@]3(O)C(O)=C(C(N)=O)C(=O)[C@@H](N(C)C)[C@@H]3[C@@H](O)[C@H]12
    x	1.8µM*	x	x	x	-10%[29.3 µM]	-5%[21.4 µM]
- COc1cc2nc(N3CCN(C(=O)[C@@H]4COc5ccccc5O4)CC3)nc(N)c2cc1OC
    x	0%[19.4 µM]	x	x	x	-11%[29.3 µM]	-5%
- CCCCCCCCCCCC[N+](C)(C)Cc1ccccc1
    x	x	x	u	x	x	x
- CNS(=O)(=O)CCc1ccc2[nH]cc(C3CCN(C)CC3)c2c1
    x	x	x	4	x	x	x
- CC(C)C[C@@H]1[C@H](c2ccccc2)OC(=O)N1CCCN1CCCCCC1
    x	x	x	-13	x	x	x

Single values from the entries so far:
For POLK inh, `C[C@@H]1c2cccc(O)c2C(O)=C2C(=O)[C@@]3(O)C(O)=C(C(N)=O)C(=O)[C@@H](N(C)C)[C@@H]3[C@@H](O)[C@@H]21` shows 2%[19.4 µM]
For Apoferritin bind, `C=C1c2cccc(O)c2C(O)=C2C(=O)[C@@]3(O)C(O)=C(C(N)=O)C(=O)[C@@H](N(C)C)[C@@H]3[C@@H](O)[C@H]12` shows -10%[29.3 µM]

Records listed so far printed as active in POLK inh.
Molecule,Pol eta inh,POLK inh,APEX1 inh,RXFP1 antagonist,PGK inhibitor,BLM helicase inh
C=C1c2cccc(O)c2C(O)=C2C(=O)[C@@]3(O)C(O)=C(C(N)=O)C(=O)[C@@H](N(C)C)[C@@H]3[C@@H](O)[C@H]12,x,1.8µM*,x,x,x,-5%[21.4 µM]

(continued)
Every second line gives: Pol eta inh	POLK inh	APEX1 inh	RXFP1 antagonist	PGK inhibitor	Apoferritin bind	BLM helicase inh
- Cc1nc(C2CCCCC2)c(-c2ccc(S(N)(=O)=O)c(F)c2)o1
    x	x	x	-17	x	x	x
- Cc1cccc(N(C)C(=S)Oc2ccc3c(c2)CCC3)c1
    x	x	x	-63*	x	x	x
- CCn1ccc(NS(=O)(=O)c2ccc(N)cc2)nc1=O
    x	x	x	-16	x	x	x
- CS(=O)(=O)c1ccc(-c2cn3ccccc3n2)cc1
    x	x	x	-4	x	x	x
- CCCCOCCOC(=O)c1cccnc1
    x	x	x	9	x	x	x
- CN(C)C(=O)CNC(=O)Cc1ccccc1
    x	x	x	20	x	x	x
- CCN(CC)C(=O)C1CN2CCc3cc(OC)c(OC)cc3C2CC1OC(C)=O (stereo not drawn)
    x	x	x	-4	x	x	x
- CC[C@H](C)[C@H](N)C(=O)O
    x	x	x	-5	x	x	x
- CC(C)NCCCC1(C(N)=O)c2ccccc2-c2ccccc21
    x	x	x	-3	x	x	x
- Cc1ccccc1N1CCN(CCc2nnc3n2CCCC3)CC1
    x	x	x	5	x	x	x
- NS(=O)(=O)c1ccc(N2CCCCS2(=O)=O)cc1
    x	x	x	25	x	x	x
- Cc1nc2n(c(=O)c1CCN1CCC(C(=O)c3ccc(F)cc3)CC1)CCS2
    x	x	x	44	x	x	x
- CC(C)CCCC(C)NCCC(C)C (stereo not drawn)
    x	x	x	4	x	x	x
- C[C@@H]1CCC[C@H](C)N1CCCC(O)(c1ccccc1)c1ccccn1 (stereo partly drawn)
    x	x	x	5	x	x	x
- O=C(O)c1ccc(-n2nc(-c3ccccc3O)nc2-c2ccccc2O)cc1
    x	x	x	-26	x	x	x
- C=CCN1C[C@H](C(=O)N(CCCN(C)C)C(=O)NCC)C[C@@H]2c3cccc4[nH]cc(c34)C[C@H]21
    x	x	-4%	-9	x	x	x
- O=C(NCCCN1CCOCC1)c1ccc(Cl)cc1
    x	-6%[19.4 µM]	x	10	x	x	6%
- CCCCCCCCCCCCCCCC[N+](C)(C)Cc1ccccc1
    x	2%[19.4 µM]	x	-31	x	x	88%[activator]
- CC(=O)Nc1ccc(OC(=O)c2ccccc2OC(C)=O)cc1
    x	10%[19.4 µM]	x	10	x	x	3%
- CCOC(=O)c1ccccc1O
    x	0%[19.4 µM]	x	-9	x	x	3%

Full records, looked up by structure. Order of values: Pol eta inh, POLK inh, APEX1 inh, RXFP1 antagonist, PGK inhibitor, Apoferritin bind, BLM helicase inh
Cc1nc2n(c(=O)c1CCN1CCC(C(=O)c3ccc(F)cc3)CC1)CCS2 in the list: x, x, x, 44, x, x, x
CC(=O)Nc1ccc(OC(=O)c2ccccc2OC(C)=O)cc1 in the list: x, 10%[19.4 µM], x, 10, x, x, 3%
Cc1ccccc1N1CCN(CCc2nnc3n2CCCC3)CC1 in the list: x, x, x, 5, x, x, x
CC(C)NCCCC1(C(N)=O)c2ccccc2-c2ccccc21 in the list: x, x, x, -3, x, x, x

Carrying on.
Every second line gives: Pol eta inh	POLK inh	APEX1 inh	RXFP1 antagonist	PGK inhibitor	Apoferritin bind	BLM helicase inh
- COC(=O)C1=C(C)NC(C)=C(C(=O)OCCN2CCN(C(c3ccccc3)c3ccccc3)CC2)C1c1cccc([N+](=O)[O-])c1 (stereo not drawn)
    x	-8%[19.4 µM]	x	u	x	x	-4%
- C/C(=C(/CCO)SS/C(CCO)=C(\C)N(C=O)Cc1cnc(C)nc1N)N(C=O)Cc1cnc(C)nc1N
    x	6%[19.4 µM]	x	12	x	x	-8%
- CCOC(=O)[C@H](CCc1ccccc1)N[C@@H](C)C(=O)N1C(=O)N(C)C[C@H]1C(=O)O
    x	4%[19.4 µM]	x	-10	x	x	1%
- CN(c1nccc(=O)[nH]1)C1CCN(c2nc3ccccc3n2Cc2ccc(F)cc2)CC1
    x	-1%[19.4 µM]	x	-23	x	x	-1%
- NCc1ccccc1Sc1ccccc1CO
    x	-3%[19.4 µM]	x	-16	x	x	6%
- O=C(O)Cc1sc(-c2ccccc2)nc1-c1ccc(Cl)cc1
    -29%	x	x	2&-32	-4%	x	x
